RORgamma inh = qHTS for inhibitors of ROR gamma transcriptional activity | Drosophila S2 Gal4-RORgamma UAS-luciferase reporter, 20 h | Potency, µM (doses to about 53.6 µM), for the others: at the highest dose activity change, negative = inhibition, actives largely listed as inhibitors | 310,000 compounds, 5.4% hits; note: potency is the fitted concentration of half-maximal effect; % is set by controls: 0 for no effect and ±100 for the full control effect; nearly all actives have a fitted effect of over 60% in size
Target sequence (P51450 whole entry, looked up, the tested form may be a part): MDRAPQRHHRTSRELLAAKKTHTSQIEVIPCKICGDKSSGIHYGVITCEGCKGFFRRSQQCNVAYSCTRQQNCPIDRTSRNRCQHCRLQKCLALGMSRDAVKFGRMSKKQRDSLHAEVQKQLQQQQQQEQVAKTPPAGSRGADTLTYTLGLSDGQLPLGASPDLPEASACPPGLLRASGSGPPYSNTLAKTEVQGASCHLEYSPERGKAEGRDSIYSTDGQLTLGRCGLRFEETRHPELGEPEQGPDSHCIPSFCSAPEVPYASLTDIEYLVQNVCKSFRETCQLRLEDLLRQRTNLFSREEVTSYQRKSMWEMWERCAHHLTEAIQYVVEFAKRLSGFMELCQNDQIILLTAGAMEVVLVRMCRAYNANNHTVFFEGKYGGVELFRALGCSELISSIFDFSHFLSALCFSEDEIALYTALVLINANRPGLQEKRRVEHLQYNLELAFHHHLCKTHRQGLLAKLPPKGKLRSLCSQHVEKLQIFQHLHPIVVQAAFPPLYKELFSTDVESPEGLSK
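Luminescence from a UAS-regulated Photinus luciferase reporter in stably transfected Drosophila Schneider cells is measured; decreased signal marks ROR gamma inhibition. Fusion expression is induced by 700 uM copper sulfate for 20 hr.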
NPC1 prom act = qHTS Assay for NPC1 Promoter Activators | Huh7 NPC1 promoter luciferase reporter, 24 h | Potency, µM (top dose mostly 9.22 µM), inactives show top-dose activation, actives largely listed as activators | 320,000 compounds, 2.4% hits;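 note: potency is the fitted concentration of half-maximal effect; % of control where 0% means no effect; nearly all actives have a fitted effect of over 60% in size; reporter is driven by a mutant NPC1 promoter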
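Cells: Huh7 expressing luciferase under the NPC1 promoter, 1500/well. Seeded 2 h, compound added, incubated 24 h at 37 °C. Luciferase reagent, 10 min ambient, then luminescence.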
Menin-MLL TR inh = qHTS Assay for Inhibitors Targeting the Menin-MLL Interaction in MLL Related Leukemias: Competition With Texas Red Labeled MLL-derived Mutant Peptide | 270,000 compounds, 0.23% hits | Menin + Texas Red MLL mutant peptide, fluorescence polarization | AID 1768, 2009 | O00255 | Potency, µM (titrated, usually from 61.6 µM), for the others: at the top dose FP activity change, negative = inhibition, most hits filed as inhibitors; active = well fitted inhibition curve with a large enough effect in the polarisation, with a control signal flat, not every such curve was filed as active; inconclusive = small, poorly fitted or top-dose-only effect, or effect the other way, or a change in a side signal; inactive = no such curve, though single readings can be large or run the other way; the % refers to the polarisation; note: potency is the fitted concentration of half-maximal effect; % of control where 0% means no effect; many of its hits are not listed in these tables
VP16 counter = VP16 counterscreen qHTS for inhibitors of ROR gamma transcriptional activity; Drosophila S2 Gal4-VP16 UAS-luciferase, luminescence, 20 h; Potency, µM (doses to about 53.6 µM), for inactives: at the top dose activity, negative = inhibition, actives largely listed as inhibitors; 310,000 compounds, 3.5% hits; AID 2546, 2010;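 note: Gal4-VP16 expression switched on by copper sulfate through the metallothionein promoter; potency is the fitted concentration of half-maximal effect; % is set by controls: 0 for no effect and ±100 for the full control effect; nearly all actives have a fitted effect of over 50% in size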
Rab9 prom act = qHTS Assay for Rab9 Promoter Activators | Huh7 Rab9 promoter-luciferase reporter, luminescence, 24 h | Potency, µM (top dose mostly 9.22 µM), without a hit: top-dose activation, negative = inhibition, usual class: activators | 320,000 compounds, 2.8% hits; note: potency is the fitted concentration of half-maximal effect; % of control where 0% means no effect; nearly all actives have a fitted effect of over 60% in size
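Measured in stably transfected Huh7 cells bearing a Rab9 promoter–luciferase construct: 24 h compound treatment at 37 °C, followed by luminescence detection.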
PKM2 activator = qHTS Assay for Activators of Human Muscle isoform 2 Pyruvate Kinase | Potency, µM (highest dose often 57.5 µM), inactives show at the highest dose activation, most hits filed as activators | purified PKM2, Kinase-Glo ATP luminescence, activation; response scale: 0% is enzyme alone, no compound | 260,000 compounds, 0.34% hits | AID 1631, 2009 | Pyruvate kinase PKM (Homo sapiens), P14618; note: potency is the fitted concentration of half-maximal effect; % is set by controls: 0 for no effect and ±100 for the full control effect; nearly all actives have a fitted effect of over 55% in size
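Kinase-Glo luminescence reports ATP generated from ADP (0.1 mM) and PEP (0.5 mM) by purified hPK-M2 after 1 h at room temperature, pH 7.2 imidazole buffer; intermediate enzyme activity allows detecting inhibitors and activators.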
BRCA1 expr up = qHTS Assay to Identify Small Molecule Activators of BRCA1 Expression | MCF7-BRCA1-FFLuc reporter, luminescence, 48 h; response scale: scaled: vehicle 0%, 10 µM genistein 100% | Potency, µM (series often up to 46.1 µM), for inactives: top-dose activation, actives largely listed as activators | 380,000 compounds, 1.1% hits | AID 624202, 2012; note: potency is the fitted concentration of half-maximal effect; nearly all actives have a fitted effect of over 80% in size; some results filed as inactive show a strong effect at the top dose
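Reporter cells (MCF7, BRCA1 promoter-firefly luciferase) received library compounds across a concentration series for 48 h. End-point luminescence was measured and concentration-effect curves derived after normalization.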
FLuc modulator = qHTS profiling assay for firefly luciferase inhibitor/activator using purifed enzyme and Km concentrations of substrates (counterscreen for miR-21 project); AID 588342, 2011; Luciferin 4-monooxygenase (Photinus pyralis), P08659; 360,000 compounds, 6.9% hits; purified FLuc, Km substrates, luminescence inhibition; Potency, µM (doses to about 57.5 µM), inactives show at the highest dose activity change, negative = inhibition, hits mostly inhibitors;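 note: potency is the fitted concentration of half-maximal effect; plate controls were vehicle for no effect and reference inhibitor for full effect; nearly all actives have a fitted effect of over 55% in size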
Target sequence (P08659 whole entry, looked up): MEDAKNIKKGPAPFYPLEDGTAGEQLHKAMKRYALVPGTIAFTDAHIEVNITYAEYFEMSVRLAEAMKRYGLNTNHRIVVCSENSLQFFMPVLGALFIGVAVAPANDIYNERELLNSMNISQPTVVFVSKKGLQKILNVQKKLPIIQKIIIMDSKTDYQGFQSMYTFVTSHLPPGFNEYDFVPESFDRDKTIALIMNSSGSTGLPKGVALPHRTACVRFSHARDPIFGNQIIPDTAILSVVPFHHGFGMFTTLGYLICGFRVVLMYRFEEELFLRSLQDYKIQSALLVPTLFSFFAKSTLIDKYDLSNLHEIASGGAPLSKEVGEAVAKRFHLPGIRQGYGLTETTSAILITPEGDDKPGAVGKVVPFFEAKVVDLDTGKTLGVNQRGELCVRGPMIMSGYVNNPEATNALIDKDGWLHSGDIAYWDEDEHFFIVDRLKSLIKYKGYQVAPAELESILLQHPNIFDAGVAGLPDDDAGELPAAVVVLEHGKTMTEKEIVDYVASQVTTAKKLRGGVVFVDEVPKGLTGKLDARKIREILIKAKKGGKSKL
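Purified P. pyralis luciferase, 10 nM final, with Km-level 10 uM D-luciferin and 10 uM ATP in 50 mM Tris acetate pH 7.5, 10 mM Mg acetate, 0.01% Tween-20, 0.05% BSA; 6-point qHTS titration about 60 µM downward; luminescence read.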
Giardia kill = Small Molecules that selectively kill Giardia lamblia: qHTS. Giardia lamblia trophozoite viability. activity change, % at 7.66 µM, hits read low. 340,000 compounds, 0.15% hits; in the data active = activity change below about -80%; inconclusive = between about -30% and that limit;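 note: parasites exposed to compound for two days anaerobically before the ATP read; % is set by controls: 0 for no effect and ±100 for the full control effect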
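Trophozoites 100 cells/well + cpd; 48 hrs, 37 deg C, anaerobic. ATPLite 1-Step added, 15-30 min RT, luminescence read (ATP-based viability).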
ELG1 genotoxic = qHTS screen for small molecules that induce genotoxicity in human embryonic kidney (HEK293T) cells expressing luciferase-tagged ELG1; Potency, µM (doses to about 46 µM), for inactives: at the highest dose activity change, positive = activation, actives largely listed as activators; 330,000 compounds, 1.3% hits; HEK293T ELG1-luciferase reporter, luminescence, 16 h; note: potency is the fitted concentration of half-maximal effect; % of control where 0% means no effect; nearly all actives have a fitted effect of over 60% in size
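Cells (2,000/well) expressing the ELG1-luciferase fusion are dosed by pin tool and kept 16 hr at 37 °C, 5% CO2. Signal comes from ONE-Glo luciferase reagent after 30 min at room temperature.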
p53 reactivation = qHTS assay for re-activators of p53 using a Luc reporter; H1299 p53-A138V BP100-luciferase reporter, luminescence, 24 h; Potency, µM (top dose mostly 92.2 µM), for inactives: top-dose activity change, positive = activation, usual class: activators; 320,000 compounds, 0.063% hits; note: potency is the fitted concentration of half-maximal effect; % of control where 0% means no effect; nearly all actives have a fitted effect of over 45% in size
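p53-null H1299 cells stably carrying temperature-sensitive p53-A138V and a BP100-luciferase reporter were pinned with compounds (4-point, 1:5 series) and held 24 hrs at 37 deg C. Luminescence was read 10 min after detection reagent.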
Active calls of the source: *; ? = inconclusive; . = not tested or not shown; & = joins results of further samples; [ ] = another dose, or the depositor's remark. Unless noted, calls come from the whole dose curve; as a rule, active = well fitted curve in the direction sought with a large enough effect; inconclusive = small, poorly fitted or top-dose-only effect, or another doubt; inactive = no such curve, though single readings can be large; an effect the other way counts as inactive or inconclusive. Some of the compounds tested. The share of hits here may be higher or lower than overall.

SMILES	RORgamma inh	NPC1 prom act	Menin-MLL TR inh	VP16 counter	Rab9 prom act	PKM2 activator	BRCA1 expr up	FLuc modulator	Giardia kill	ELG1 genotoxic	p53 reactivation
Cc1ccc(-c2nc(CN(C)Cc3cccc4cnccc34)c(C)o2)s1	?	0%	?	?	-7%	4%	-33%	-4%	-1	-9%	-2%
COc1ccccc1CC(=O)N1CCC(n2nccc2NC(=O)C2CCOC2)CC1 (configuration not stated)	20%	-3%	.	5%	-3%	0%	-2%	-6%	16	0%	1%
O=C1c2ccccc2NC(c2cccs2)N1O (configuration not stated)	.	-1%	.	.	1%	.	2%	1%	30[activator]	-2%	13%
N#Cc1c(-c2ccncc2)cc(-c2ccc(F)cc2)nc1N	-17%	-3%	3%	-9%	0%	.	-25%	1%	8	8%	-3%
CS(=O)(=O)N1CCN(c2ccc([N+](=O)[O-])c3cccnc23)CC1	-17%	-1%	.	-6%	-5%	-2%	0%	1%	-82*	-1%	-4%
CCCCC(NC(C)=O)c1nc2ccccc2n1CCCC (configuration not stated)	-15%[0.365 µM]	-3%	6%	.	-7%	-8%	-23%	1%	0	-7%	2%
CC(=O)COc1ccc2c3c(c(=O)oc2c1C)CCCCC3	?	?	-12%	5%	?	0%	?	-18%	-9	7.3µM*	?
CCCOc1ccc(C(=O)O/N=C(\CC)c2ccc(C)cc2)cc1	-5%	-1%	-8%	-29%	-1%	-1%	1%	-15%	-2	0%	-6%
COC(=O)C(CO)NC(=O)C1CCCN1C(=O)CNC(=O)OCc1ccccc1 (configuration not stated)	5%	2%	-3%	7%	-5%[1.84 µM]	.	1%	3%	-22	-1%	-1%
Cc1ccc(CNS(=O)(=O)c2ccc3c(c2)CCN3C(=O)C2CCC2)cc1	2%	5%	.	0%	-4%	.	-11%	3%	-29	-4%	2%
CCc1ccc(NC(=S)NC2CC3CCCC(C2)N3Cc2ccccc2)cc1 (configuration not stated)	7.1µM*	3%	-9%	4.5µM*	-11%	-2%	-35%	?	-5	-6%	-1%
COc1cc(CNc2ncc(-c3ccc(Br)cc3)n2C)cc(OC)c1O	6%[1.91 µM]	6%	9%	-5%	8%	1%	-7%	1%	11	-9%	5%
CCOC(=O)C1(Cc2ccccc2C)CCCN(C(=O)c2sccc2C)C1 (configuration not stated)	2%	4%	.	5%	21%	1%	19%	-16%	3	-6%	-8%
COc1cc(-c2n[nH]c(=O)o2)cc(OC)c1OC	0%	-6%	-11%	-4%	0%	-1%	-16%	-2%	0	0%	-7%
O=C(C1CCN(C2CCN(Cc3cccc4c3OCO4)CC2)CC1)N1CCOCC1	19%	2%	-13%	-2%	1%	-8%	0%	-3%	-4	-2%	-3%
O=C(OCC(=O)N(CCc1ccccc1)Cc1ccccc1)c1ccccc1[N+](=O)[O-]	.	1%	.	.	9%	.	-10%	-13%	4	-6%	7%
CCN1CCCC1CNC(=O)CSc1cc(=O)n(CC)c2ccccc12 (configuration not stated)	-20%	1%	5%	2%	7%	-2%	-15%	1%	9	8%	-18%
O=C(NC(=S)Nc1ccc(C(F)(F)F)cc1)c1csnn1	7.9µM*	6%	?	?	-2%	0%	18%	-11%	16	0%	2%
CC1CCN(C(NC(=O)c2ccco2)C(=O)c2ccccc2)CC1 (configuration not stated)	-3%	-1%	.	1%	1%	-5%	22%	0%	-6	0%	1%
COC(=O)/C=C/c1ccccc1S(=O)(=O)N(Cc1ccccc1)Cc1ccco1	19%&37%	-30%[inhibitor]	25%	-3%&23%	-16%	5%	-42%	-2%	17&-9	15%	5%
Cn1nc(-c2ccc(Cl)cc2)c2cc(C(=O)N3CCN(c4ccccn4)CC3)sc21	18%	0%	2%	13µM*	-2%	3%	-40%	4%	-16	-7%	-3%
COc1ccc(C(=O)C2CCCN(Cc3ccc(NC(C)=O)cc3)C2)cc1OC (configuration not stated)	-28%	-5%	4%	-2%	-1%	-3%	-15%	1%	25	3%	.
Cc1noc(C)c1COc1ccc(C(=O)Nc2ccccn2)cc1	?	18%	-1%	?	28%	0%	41%	-17%	?	11%	10%
CC(=O)NNC(=O)c1[nH]c2ccc(Br)cc2c1-c1ccccc1	1%	-4%	?	1%	-2%	.	-12%	-8%	7	-4%	1%
O=C(CSc1nc(-c2ccc(F)cc2)nc2c1Cc1ccccc1O2)Nc1cccc(C(=O)O)c1	-7%	0%	?	-9%	-1%	?	-8%	-17%	?	1%&5%	-3%&6%
More results
SMILES	RORgamma inh	NPC1 prom act	Menin-MLL TR inh	VP16 counter	Rab9 prom act	PKM2 activator	BRCA1 expr up	FLuc modulator	Giardia kill	ELG1 genotoxic	p53 reactivation
O=C(Nn1cnnc1)c1cc(Br)ccc1Cl	-9%	-6%	-12%	0%	-3%	-2%	1%	-2%	1	-2%	-5%
CCOC(=O)c1oc2cc(O)ccc2c(=O)c1-c1ccccc1OC	14%	1%	9%	3%	4%	0%	0%	?	-3	1%	0%
O=C1Oc2ccccc2C(=O)/C1=C\N1CCN(c2ccccc2)CC1	13%	-5%	-10%	-4%	-3%	-1%	-5%	?	6	-1%	-5%
O=[N+]([O-])c1ccc2c(c1)N([O-])C1(CCCCC1)[N+]2=O	-14%	0%	.	-6%	10%	14%	15%	15µM*	-1	2%	-14%
CC1CCN(Cc2nnnn2CCCC(=O)NCC(C)(C)N2CCOCC2)CC1	-12%	-4%	.	-3%	0%	.	-10%	0%	13	-1%	0%
C=CCc1cccc(/C=N/n2cnnc2)c1O	7.1µM*	1%	-6%	-12%[0.365 µM]	-4%	14%	3%	5%	6	0%	4%
CCOc1ccc(S(=O)(=O)/N=C(/Nc2ccc(OC)cc2)c2ccccc2)cc1	?	12%	.	?	9%	2%	0%	-2%	6	6%	3%
O=C(Nc1ccc(Cl)cc1F)c1cccc2ccccc12	21%	20%	?	3%	?	0%	19%	?	17	18%	.
CCCC1NC(=S)NC(C)=C1C(C)=O (configuration not stated)	-38%	4%	-20%	9%	3%	-12%	-2%	-3%	10	-2%	5%
Cc1cc(C)n2c(=S)[nH]nc2n1	-108%	-4%	-1%	?	2%	-62%	-6%	?	0	-5%	3%
CC1CCCC(C)N1C(=O)Cn1cc(C#N)c2ccccc21 (configuration not stated)	-13%	-1%	-4%	5%	-8%	?	-19%	0%	7	-3%	-2%
COc1ccc(NC(=O)c2cc3ccccc3cc2O)cc1	11%	2.2µM*	?	-18%	2.2µM*	.	-84%[inhibitor]	0.95µM*	-11	?	?
O=C(NC1(C(F)(F)F)C(=O)Nc2c1c(=O)[nH]c(=O)n2-c1ccc(F)cc1)c1cccnc1 (configuration not stated)	3%	-2%	9%	?	-4%	-9%	0%[1.84 µM]	-3%	11	-1%	6%
C/C(=N\Nc1cc(C)nc(-c2ccccc2O)n1)c1ccccc1O	-22%	0%	.	2%	-2%	-2%	-12%	15µM*	7	-14%	-1%
Cc1nc(N2CCC(C)CC2)c2c(C)c(C(=O)Nc3cc(F)ccc3C)sc2n1	-8%	1%	?	-20%	-1%	-11%	-30%	-6%	-1	-10%	-4%
CCOc1cc(NS(=O)(=O)CC)c(OCC)cc1NC(=O)c1ccco1	?	13%	0%	17%	8%	-14%	1%	-11%	47[activator]	-7%	-11%
CCOc1ccc(NC(=O)Cn2cncc2-c2ccc([N+](=O)[O-])cc2)cc1	?	-1%	?	?	-5%	4%	-13%	-1%	-4	?	7%
CC(Sc1nc2c([nH]c3ccccc32)c(=O)n1C)c1ccccc1 (configuration not stated)	-26%	5%	-8%	-3%	-3%	4%	-42%	-1%	17	7%	6%
N#Cc1ccccc1OCC(=O)N(C1CCCCC1)C1CCS(=O)(=O)C1 (configuration not stated)	.	16%	.	.	2%	.	-10%	1%	-2	2%	3%
CCN(CC)CCN(CC(=O)N(C1CCCCC1)C1CCCCC1)C(=O)c1ccco1	-18%	-9%	-27%	-13%	1%	7%	-4%	2%	8	-5%	13%
OCCN(CCO)Cc1ccc(Br)cc1	-6%	-3%	-6%	-7%	0%	-2%	-20%	-1%	-6	0%	0%

Assay outcomes (PubChem BioAssay)
